Myeloid diff 2 = induction of myeloid progenitor differentiation, primary screen, cell-based, flow cytometry, MLPCN library; ER-HoxA9 myeloid progenitors, lysozyme-GFP differentiation; calls only at 10 µM; actives 1% (n = 360,000); AID 624256, 2012;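 active = normalized GFP-positive differentiation at or above the plate's own cutoff, the solvent-only control mean plus 3 SD; inconclusive = no clear call, values can overlap the other calls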;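 also: cells exposed to compound for four days before flow analysis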
West Nile antiviral = West Nile virus antiviral activity, cell-based, CPE readout (AID 1621) | actives 0.02% (n = 290,000) | West Nile virus-infected cells, CPE inhibition; higher % means a stronger effect | CPE inhibition, % at 10 µM; hits with a dose series show IC50 in µM; in the data active = a potency from the dose series; inconclusive = CPE inhibition mostly from about 3.7% at the one dose, without a potency; inactive = the rest, 99 in 100 with CPE inhibition below about 2.2%; also: strong numbers were not always called active
T cell HTS = modulators of CD8 T cell-vesicle binding, primary screen, mouse 2C CD8+ T cells, flow cytometry; 2C CD8+ T cell-vesicle binding; stronger effect = lower value; calls only at 7 µM; actives 0.068% (n = 330,000); AID 2052, 2009;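 active = response, share of CD8 T cells binding vesicles, and their 90th percentile fluorescence all below set limits, cut at about 80% in these data, passing the limit was not always enough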
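System: murine 2C transgenic CD8+ T lymphocytes; also added: QL9-loaded Drosophila micro-vesicles; times: binding 1.5 h at 37 °C; measured by: flow cytometry, PE anti-B7-1 (FL2) versus Alexa647 anti-CD8 (FL8), PFA-fixed; control set: Peptide-free naked vesicles (low) and QL9 vesicles with 0.7% DMSO vehicle (high)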
Autophagy HCS = autophagy modulators in MEF cells, primary screen, imaging, high-content, MEF GFP-LC3. MEF GFP-LC3 puncta imaging; test concentration mostly 10 µM. calls only at 10 µM (by protocol). actives 0.98% (n = 190,000). AID 463193, 2010;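 active = percentage of spot-positive cells more than 3 SD above its plate mean, without a fluorescence outlier flag or 80% toxicity; inconclusive = no clear call, values can overlap the other calls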;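 also: spot-positive cell cutoff set from DMSO-treated cells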
bCat nuc transl = modulators of beta-catenin nuclear translocation, primary screen, imaging, HeLa cells, immunofluorescence, high-content; nuclear translocation activity, % at 5 µM; actives 0.3% (n = 190,000); AID 1665, 2009;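 active = nuclear translocation activity above 50% at 5 µM, with a well cell count of 50 or more; inconclusive = wells under 50 cells across six images, flagged as toxic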;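 also: per-cell ratio of nuclear to cytoplasmic median beta-catenin stain intensity; plate controls were DMSO negative control for no effect and GSK-3 inhibitor IX positive control for full effect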
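Test system: human HeLa cells, endogenous beta-catenin. Times: 24 h compound exposure, 37°C. Measured by: beta-catenin immunofluorescence imaging with DAPI.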
MT stabilize HCS = microtubule stabilizers in HeLa cells, primary screen, imaging, high-content imaging | HeLa tubulin immunostaining HCS, 24 h; share of cells brighter than vehicle mean+2SD | AID 2205, 2009 | actives 0.83% (n = 200,000) | % tubulin-high responders, % at 10 µM;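 active = plate Z-score above 3 for both tubulin-high and condensed-nucleus cell shares, with cell loss under 80%, at 10 µM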;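 also: anti alpha tubulin signal scored within the nucleus-defined area of each cell; some results filed as inactive read as strong as hits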
Lipid droplet = inhibitors of hepatocyte lipid droplet formation, primary screen, imaging, high-throughput imaging, BODIPY stain. AML12 mouse hepatocytes, oleate lipid droplets. inhibition, % at 6.5 µM. actives 0.4% (n = 240,000). AID 1656, 2009;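 active = lipid droplet intensity inhibited by at least 50%, with more than 500 cells counted; inconclusive = wells with under 300 cells, treated as cytotoxic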
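Test system: AML12 hepatocytes (mouse); reagent: oleate loading, 100 µM; dosing: one dose, 6.5 µM compound; incubation: overnight exposure; signal: fluorescence imaging, 20x objective, two fields per well; read-out basis: % inhibition of corrected integrated BODIPY droplet signal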
Insulin prom up = insulin promoter activators in MIN6 cells, imaging, high-content screening, mouse beta cells; actives 0.3% (n = 190,000); MIN6 insulin promoter-GFP reporter; stronger effect = higher value; z-score at 5 µM;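 active = z-score above 3 at 5 µM with at least 500 cells counted in the well; inconclusive = wells under 500 cells, flagged as cytotoxic or low count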
WT yeast gro inh = growth inhibition of WT strain, primary screen, mitochondrial fusion inhibitor project, WT and mutant strains, chemical genetic. mitochondrial fusion phenotypic screen. inhibition, % at 10 µM. actives 2.1% (n = 190,000). AID 1362, 2008; in the data active = inhibition above about 58%; tested in S. cerevisiae
WT yeast gro inh mutant strain = also measured in WT yeast gro inh; calls as there; inhibition, %; mitochondrial fusion phenotypic screen, mutant strain inhibition
Insulin prom up cell count = second read-out of Insulin prom up, no call of its own (marks repeat the call); cell count; measured here: cytotoxicity, nuclei count;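 total cells summed across four imaged fields per well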
Lipid droplet cells 6.5 µM = second read-out of Lipid droplet, no call of its own (marks repeat the call); cell count; measured here: cell count, cytotoxicity flag;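 cells counted across two imaged fields per well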
bCat nuc transl cell count 5 µM = further read-out of bCat nuc transl, marked with its call; cell count; measured here: cell count, cytotoxicity flag
T cell HTS vesicle-bound % = second read-out of T cell HTS, no call of its own (marks repeat the call); double positive events, %; measured here: CD8+ vesicle-bound cell fraction;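 binding gate set so that unloaded-vesicle control wells show 10% double positive cells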
MT stabilize HCS Hoechst-high % = also measured in MT stabilize HCS; calls as there; % Hoechst-high responders; measured here: nuclear condensation Hoechst responders;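 share of cells brighter than vehicle mean plus two SD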
MT stabilize HCS cytotoxicity % = second read-out of MT stabilize HCS, no call of its own (marks repeat the call); toxicity, %; measured here: cytotoxicity by cell density;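 0% = mean cell density of plate MIN control wells and 100% = no cells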
Autophagy HCS cell loss 18 h = further read-out of Autophagy HCS, marked with its call; toxicity, %; measured here: cell loss, nuclei count;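 cell loss after 18 h compound exposure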
Myeloid diff 2 GFP+ MAC1+ % = further read-out of Myeloid diff 2, marked with its call; GFP+ MAC1+ double positive, %; measured here: differentiation confirmed by MAC1 staining
* hit, by the source's call.

C#CCNC(=O)C1=C[C@@H](C2CC2)C[C@@H](OCc2ccc(CO)cc2)O1 was read as Myeloid diff 2 inactive, West Nile antiviral -0.2%, T cell HTS inactive, Autophagy HCS inactive, bCat nuc transl -3.2, MT stabilize HCS 4.4, Lipid droplet -1.7, Insulin prom up 0.35, WT yeast gro inh -10.6, WT yeast gro inh mutant strain 4.0, Insulin prom up cell count 1337, Lipid droplet cells 6.5 µM 752, bCat nuc transl cell count 5 µM 1139, T cell HTS vesicle-bound % 36.0, MT stabilize HCS Hoechst-high % 1.6, MT stabilize HCS cytotoxicity % 6.7, Autophagy HCS cell loss 18 h 8.9 and Myeloid diff 2 GFP+ MAC1+ % 2.3.
Screening CCOc1ccc(CNCCCSc2ncccn2)cc1OC returned Myeloid diff 2 inactive, West Nile antiviral -0.8%, T cell HTS inactive, Lipid droplet 2.6, Lipid droplet cells 6.5 µM 806, T cell HTS vesicle-bound % 60.0 and Myeloid diff 2 GFP+ MAC1+ % 0.3.
CCOC(=O)N1CCN(C(=O)c2ccccc2N(C)S(C)(=O)=O)CC1 was read as Myeloid diff 2 inactive, West Nile antiviral 0.1%, T cell HTS inactive, Autophagy HCS inactive, bCat nuc transl -1.3, MT stabilize HCS 3.6, Lipid droplet 28.4, Insulin prom up -0.39, WT yeast gro inh -5.4, WT yeast gro inh mutant strain 0.4, Insulin prom up cell count 1181, Lipid droplet cells 6.5 µM 696, bCat nuc transl cell count 5 µM 1099, T cell HTS vesicle-bound % 33.2, MT stabilize HCS Hoechst-high % 1.0, MT stabilize HCS cytotoxicity % 3.0, Autophagy HCS cell loss 18 h -1.6 and Myeloid diff 2 GFP+ MAC1+ % 0.5.
For CCCCCCCCCCCC(=O)NC(C(=O)OCC)C(O)c1cccc([N+](=O)[O-])c1 (stereo unspecified) the results were Myeloid diff 2 inactive, West Nile antiviral -1.2%, T cell HTS inactive, Autophagy HCS inactive, MT stabilize HCS 1.1, WT yeast gro inh 31.5, WT yeast gro inh mutant strain 20.4, T cell HTS vesicle-bound % 41.0, MT stabilize HCS Hoechst-high % 1.5, MT stabilize HCS cytotoxicity % 9.2, Autophagy HCS cell loss 18 h 0.1 and Myeloid diff 2 GFP+ MAC1+ % 0.7.
Screening CNC(=O)CCCCCNS(=O)(=O)c1ccc(C)cc1 returned Myeloid diff 2 inactive, West Nile antiviral 0.4%, T cell HTS inactive, Autophagy HCS inactive, bCat nuc transl -1.6, MT stabilize HCS 3.8, Lipid droplet -3.4, Insulin prom up 0.32, WT yeast gro inh -10.5, WT yeast gro inh mutant strain -6.8, Insulin prom up cell count 1147, Lipid droplet cells 6.5 µM 688, bCat nuc transl cell count 5 µM 1136, T cell HTS vesicle-bound % 64.0, MT stabilize HCS Hoechst-high % 1.7, MT stabilize HCS cytotoxicity % 6.4, Autophagy HCS cell loss 18 h -2.6 and Myeloid diff 2 GFP+ MAC1+ % 0.5.
`CCOc1ccccc1CNC(=O)c1ccc(Sc2ccc(Cl)cc2)c(NC(C)=O)c1` gave Myeloid diff 2 inactive, West Nile antiviral -1.3%, T cell HTS inactive, Autophagy HCS inactive, bCat nuc transl -3.3, MT stabilize HCS 2.9, Lipid droplet -5.8, Insulin prom up 0.27, WT yeast gro inh 64.8*, WT yeast gro inh mutant strain 13.3*, Insulin prom up cell count 1221, Lipid droplet cells 6.5 µM 629, bCat nuc transl cell count 5 µM 509, T cell HTS vesicle-bound % 46.4, MT stabilize HCS Hoechst-high % 2.7, MT stabilize HCS cytotoxicity % 11.5, Autophagy HCS cell loss 18 h 6.3 and Myeloid diff 2 GFP+ MAC1+ % 0.6.
For COc1cccc(/C=N/Nc2nc(Nc3ccccc3)nc(-n3nc(C)cc3C)n2)c1O the results were Myeloid diff 2 inconclusive, West Nile antiviral 2.8%, T cell HTS inactive, Autophagy HCS inactive, MT stabilize HCS 2.7, Lipid droplet 33.1, Insulin prom up inconclusive, WT yeast gro inh 25.4, WT yeast gro inh mutant strain -9.7, Lipid droplet cells 6.5 µM 745, T cell HTS vesicle-bound % 55.2, MT stabilize HCS Hoechst-high % 2.8, MT stabilize HCS cytotoxicity % 15.4 and Autophagy HCS cell loss 18 h 15.5.
`C/C(=N\NC(=O)C(=O)Nc1cc(Cl)ccc1Cl)c1ccncc1` gave Myeloid diff 2 inactive, West Nile antiviral -0.2%, T cell HTS inactive, Autophagy HCS inactive, bCat nuc transl -2.6, MT stabilize HCS 3.0, Lipid droplet 3.1, Insulin prom up -0.63, WT yeast gro inh -13.2, WT yeast gro inh mutant strain -10.1, Insulin prom up cell count 1482, Lipid droplet cells 6.5 µM 622, bCat nuc transl cell count 5 µM 481, T cell HTS vesicle-bound % 42.7, MT stabilize HCS Hoechst-high % 3.9, MT stabilize HCS cytotoxicity % 5.4, Autophagy HCS cell loss 18 h -5.9 and Myeloid diff 2 GFP+ MAC1+ % 0.2.
`CS(=O)(=O)Oc1ccc2c(c1)O/C(=C\c1cccnc1)C2=O` gave Myeloid diff 2 inactive, West Nile antiviral -0.5%, T cell HTS inactive, bCat nuc transl -3.2, Lipid droplet 2.0, Insulin prom up 0.6, Insulin prom up cell count 1330, Lipid droplet cells 6.5 µM 722, bCat nuc transl cell count 5 µM 1271, T cell HTS vesicle-bound % 59.7 and Myeloid diff 2 GFP+ MAC1+ % 0.0.
For O=C(COCc1nc2ccccc2c(=O)[nH]1)NCC1CCCCC1 the results were Myeloid diff 2 inactive, West Nile antiviral -0.1%, T cell HTS inactive, Autophagy HCS inactive, bCat nuc transl -3.2, MT stabilize HCS 3.8, Lipid droplet 20.2, Insulin prom up -0.04, WT yeast gro inh -12.0, WT yeast gro inh mutant strain -2.2, Insulin prom up cell count 1063, Lipid droplet cells 6.5 µM 796, bCat nuc transl cell count 5 µM 1237, T cell HTS vesicle-bound % 22.2, MT stabilize HCS Hoechst-high % 2.0, MT stabilize HCS cytotoxicity % 4.9, Autophagy HCS cell loss 18 h -3.0 and Myeloid diff 2 GFP+ MAC1+ % 2.9.
`Cc1cc(-c2nn(-c3ccccc3F)cc2CN(C)CC(O)CO)c(C)s1` (stereo unspecified) gave Myeloid diff 2 inactive, West Nile antiviral 0.1%, T cell HTS inactive, Autophagy HCS inactive, bCat nuc transl 1.2, MT stabilize HCS 3.8, Lipid droplet 22.3, Insulin prom up -0.8, WT yeast gro inh 10.0, WT yeast gro inh mutant strain 9.2, Insulin prom up cell count 1409, Lipid droplet cells 6.5 µM 778, bCat nuc transl cell count 5 µM 1080, T cell HTS vesicle-bound % 58.0, MT stabilize HCS Hoechst-high % 1.8, MT stabilize HCS cytotoxicity % 8.7, Autophagy HCS cell loss 18 h 8.1 and Myeloid diff 2 GFP+ MAC1+ % 0.5.
`COC(=O)C1=C(C)NC2=C(C(=O)CC(C)(C)C2)C1c1ccsc1` (stereo unspecified) gave Myeloid diff 2 inactive, West Nile antiviral 0.0%, T cell HTS inactive, Autophagy HCS inactive, bCat nuc transl -2.5, MT stabilize HCS 3.5, Lipid droplet -10.3, WT yeast gro inh -11.0, WT yeast gro inh mutant strain 1.9, Lipid droplet cells 6.5 µM 716, bCat nuc transl cell count 5 µM 561, T cell HTS vesicle-bound % 33.8, MT stabilize HCS Hoechst-high % 2.4, MT stabilize HCS cytotoxicity % 5.2, Autophagy HCS cell loss 18 h -7.3 and Myeloid diff 2 GFP+ MAC1+ % 0.8.
For COc1ccccc1CN1CCC(CNS(=O)(=O)c2cc(-c3onc(C)c3C)ccc2OC)CC1 the results were Myeloid diff 2 inactive, West Nile antiviral 54.1%, T cell HTS inactive, Lipid droplet -53.2, Lipid droplet cells 6.5 µM 648, T cell HTS vesicle-bound % 45.2 and Myeloid diff 2 GFP+ MAC1+ % 0.9.
Screening Nc1nnc(SCC(=O)Nc2cccc3ccccc23)s1 returned Myeloid diff 2 inactive, West Nile antiviral 0.1%, T cell HTS inactive, Lipid droplet -0.2, Lipid droplet cells 6.5 µM 769, T cell HTS vesicle-bound % 27.3 and Myeloid diff 2 GFP+ MAC1+ % 0.6.
For COc1ccccc1NC(=O)/C(=N/OCc1ccc(F)cc1)C(C)=O the results were Myeloid diff 2 inactive, West Nile antiviral -1.2%, T cell HTS inactive, Autophagy HCS inactive, bCat nuc transl 0.6, MT stabilize HCS 4.0, Lipid droplet -22.3, Insulin prom up -0.89, WT yeast gro inh -15.0, WT yeast gro inh mutant strain -14.8, Insulin prom up cell count 1337, Lipid droplet cells 6.5 µM 633, bCat nuc transl cell count 5 µM 1088, T cell HTS vesicle-bound % 50.7, MT stabilize HCS Hoechst-high % 2.8, MT stabilize HCS cytotoxicity % 8.2, Autophagy HCS cell loss 18 h -6.7 and Myeloid diff 2 GFP+ MAC1+ % 0.3.
Nn1c(SCC(=O)Nc2ccc3c(c2)OCCO3)nnc1-c1cccnc1 was read as Myeloid diff 2 inactive, West Nile antiviral 0.7%, T cell HTS inactive, Lipid droplet 5.0, Lipid droplet cells 6.5 µM 889, T cell HTS vesicle-bound % 7.3 and Myeloid diff 2 GFP+ MAC1+ % 0.6.

Assay outcomes deposited in PubChem by several laboratories.
